PKA-R1A activ: activators of PKA-R1A complex; PKA-R1A dissociation, Cy5-IP20 fluorescence polarization; scaled: DMSO 0%, 113 µM cGMP 100%; AID 504707; P00514+P68181; activation, % at 11.4 µM; hit rate 0.083% among 340,000;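 active = percent activation above the mean of all tested compounds plus 3 SD, cut at about 19% in these data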;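 also: higher means more PKAc released from R1A so a rise in polarization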
SUMO Mot1 rescue: blocks SUMOylation pathway, rescuing yeast Mot1-301 growth | S. cerevisiae Mot1-301 growth rescue, ATP luminescence, 38.5C; percent above DMSO median, 100 means doubled | growth rescue, % at 18.8 µM | hit rate 1% among 320,000 | AID 2716;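 active = every valid replicate shows activation above 250% relative to neutral control wells; inactive = the rest, any valid replicate at or below 250%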;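 also: OY570 slx delta 5 strain wells were the positive control but not used for scaling; some compounds called inactive have numbers as strong as hits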
PfHsp90 yeast 2: reduces growth (ATP signal) of yeast expressing P. falciparum Hsp90. S. cerevisiae expressing PfHsp90, BacTiter-Glo ATP, 48 h; yeast lacking PDR1 and PDR3 efflux regulators. inhibition, % at 9.4 µM. hit rate 0.32% among 310,000;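 active = every replicate shows inhibition above about 80%, whatever the replicate mean, limit read from the data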;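 also: 0% = DMSO neutral controls and 100% = 20 µM radicicol positive controls; yeast relying on Plasmodium falciparum Hsp90 in place of its own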
OPRM1-OPRD1 ag: agonists of human mu-delta opioid receptor heterodimerization; cells, OPRM1-OPRD1 heterodimerization, luminescence; activation, % at 9.3 µM; hit rate 0.3% among 340,000; AID 504326; in the data active = activation above about 18%;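 also: 0% = vehicle-treated cells and 100% = reference agonist; values of inactives mirror those of a sister screen read the other way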
Target sequence (P35372 whole entry, looked up): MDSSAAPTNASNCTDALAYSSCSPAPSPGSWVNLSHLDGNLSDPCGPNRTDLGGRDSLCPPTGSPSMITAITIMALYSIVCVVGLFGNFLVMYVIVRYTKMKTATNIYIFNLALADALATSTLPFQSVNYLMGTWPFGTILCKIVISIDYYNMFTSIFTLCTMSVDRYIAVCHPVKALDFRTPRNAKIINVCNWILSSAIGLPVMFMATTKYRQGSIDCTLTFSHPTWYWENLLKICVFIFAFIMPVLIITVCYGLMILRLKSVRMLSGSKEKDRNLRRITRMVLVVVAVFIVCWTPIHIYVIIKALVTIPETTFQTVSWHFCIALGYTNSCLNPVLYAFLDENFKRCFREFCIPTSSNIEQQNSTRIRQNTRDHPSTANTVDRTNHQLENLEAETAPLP
Target sequence (P41143 whole entry, looked up): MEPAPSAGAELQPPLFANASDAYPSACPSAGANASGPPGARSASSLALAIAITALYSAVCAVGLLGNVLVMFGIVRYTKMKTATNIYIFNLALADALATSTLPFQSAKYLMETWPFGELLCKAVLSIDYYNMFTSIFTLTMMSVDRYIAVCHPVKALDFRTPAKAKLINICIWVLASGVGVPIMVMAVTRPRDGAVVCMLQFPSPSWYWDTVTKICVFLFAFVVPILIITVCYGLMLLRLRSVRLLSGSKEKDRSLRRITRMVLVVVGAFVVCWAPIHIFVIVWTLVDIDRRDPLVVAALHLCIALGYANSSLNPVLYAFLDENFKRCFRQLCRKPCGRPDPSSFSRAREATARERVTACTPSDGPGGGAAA
OPRM1-OPRD1 inv: mu-delta opioid heterodimer inverse agonism; P35372+P41143; cell-based MOR-DOR heterodimer luminescence; inhibition, % at 9.3 µM; hit rate 0.21% among 340,000; AID 504357; in the data active = inhibition above about 22%, passing the limit was not always enough;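 also: 0% = cells with DMSO and 100% = wells without cells with DMSO; values of inactives mirror those of a sister screen read the other way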
Tat export inh: inhibitors of E. coli Tat protein transport; E. coli MC4100 TorA-mCherry Tat export, fluorescence; inhibition, % at 10 µM; hit rate 0.036% among 340,000; AID 488895;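 active = mean replicate inhibition at least 50% and at least half of replicates individually reaching 50%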;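 also: exported cargo escapes ClpAP degradation while cytoplasmic cargo is degraded and loses fluorescence; 0% = median of neutral control wells and 100% = median of NaSCN control wells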
DSG3 Ab inh: human desmoglein-3 autoantibody binding inhibition. P32926. binding (percent of control), % at 10 µM. hit rate 0.48% among 310,000. DSG3-coupled beads, scFv-anti-DSG3-GFP binding, flow cytometry; stronger effect = lower value;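 active = binding more than 3 SD below its plate's average and above zero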;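 also: hits lower antibody fragment binding to DSG3; some compounds called inactive have numbers as strong as hits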
phage Ecoli inh: E. coli growth loss with phage present | growth absorbance | hit rate 0.26% among 360,000 | inhibition, % at 11.9 µM | AID 651602; in the data active = inhibition above about 11%
Arrestin-AP2 inh: blocks beta-arrestin peptide binding to AP2 adaptin | FITC-arrestin peptide / GST-AP2 beads, flow cytometry; AP2 beta2 appendage carries R879A mutation | inhibition, % at 10 µM | hit rate 0.31% among 340,000 | AID 504490;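 active = inhibition above a set limit, near 3 SD of compounds lacking own fluorescence, cut at about 54% in these data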;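 also: plate controls were DMSO wells for no effect and 5 µM unlabelled arrestin peptide for full effect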
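Measured by: flow cytometry, FL1 (488/535 nm); Material: AP2 appendage R879A on GSH beads; Evaluation: percent response; Timing: pre-incubation 12 min, peptide binding 1 h, room temperature; Also added: 50 nM FITC-arrestin peptide; Medium: PBS with 0.05% Tween 20 and 0.1% BSA.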
AddAB inh: less growth of phage-infected E. coli with AddAB; E. coli expressing H. pylori AddAB, absorbance growth; inhibition, % at 11.9 µM; hit rate 0.29% among 330,000; AID 435030; in the data active = inhibition above about 12%;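 also: 0% = vehicle wells of infected cells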
Ecoli viability: reduces bacterial viability in AddAB counter-screen; inhibition, % at 11.9 µM; AID 449728; hit rate 0.27% among 330,000; E. coli V3065 growth, OD600 absorbance, 18 h;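 active = inhibition above the campaign's mean inhibition across all tested compounds plus 3 SD, cut at about 9.9% in these data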;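 also: uninfected addAB+ strain grown without phage in ampicillin broth; 0% = DMSO wells and 100% = ciprofloxacin 0.95 µg/ml wells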
The depositor's hits bear a star; x = no result given.

SMILES	PKA-R1A activ	SUMO Mot1 rescue	PfHsp90 yeast 2	OPRM1-OPRD1 ag	OPRM1-OPRD1 inv	Tat export inh	DSG3 Ab inh	phage Ecoli inh	Arrestin-AP2 inh	AddAB inh	Ecoli viability
CCOc1ccc(NC(=O)C2CCCN2C(=O)OCc2ccccc2)cc1 (stereo unspecified)	-7	-4	-2	-0.8	4	-1	104	3.7	12	-3.4	-4.0
NC(=O)C1CCN(S(=O)(=O)c2ccccc2[N+](=O)[O-])CC1	-2	4	-6	-0.4	2	-11	104	0.8	27	-0.3	-1.3
Cc1nc2n(n1)CC(O)CS2 (stereo unspecified)	-5	-6	8	-1.6	9	0	105	0.5	9	2.1	-0.1
O=C(COc1ccc(Br)cc1CO)Nc1ccccc1	-2	-5	x	-3.0	16	-4	96	5.9	7	1.4	-1.1
Cc1ccc(C(=O)O/N=C(\N)c2ccc(Br)cc2)cc1	1	7	3	3.3	-16	0	107	1.2	20	1.0	1.9
O=C(CCCOc1ccc(Cl)cc1Cl)n1nnc2ccccc21	-8	22	-5	-1.3	7	-6	85	1.2	4	0.4	1.5
CCN(CC(=O)Nc1ccc(S(=O)(=O)N2CCCC2)cc1)CC(=O)Nc1ccccc1C(F)(F)F	3	-12	x	-2.3	9	8	98	3.4	-4	-0.7	-0.8
CN(C)CC(=O)Nc1ccc2cn[nH]c2c1	6	7	-18	-2.1	10	1	95	1.7	13	-0.8	-3.3
CC(=O)OCc1cc(-c2nn(C)c(=O)c3ccccc23)ccc1C	-6	x	18	-1.4	7	-8	106	3.8	6	1.4	0.8
C=CCn1c(NC(=O)c2ccc(C)cc2)nc2ccccc21	-7	11	22	6.0	-29	0	95	0.7	-20	-3.4	-3.5
C[C@@H]1C=C(C(=O)NCc2ccccc2)O[C@H](OCc2ccc(CO)cc2)C1	0	-8	-23	-1.0	5	-4	96	-4.2	-1	-0.3	0.8
Nc1ccc2c(c1)N1CCN=C1S2	-4	-9	-7	-0.3	2	-11	75	1.8	31	1.6	2.9
OCCNCCOc1ccccc1-c1ccccc1	-10	-12	2	-1.7	10	-8	98	3.1	9	3.4	0.5
COc1ccccc1OCCOCCOc1ccc(C)cc1[N+](=O)[O-]	1	14	-19	-0.6	3	-1	94	4.4	8	1.4	2.0
O=C(Cc1cccc(NC(=O)C2CCCN(C(=O)c3ccccc3)C2)c1)Nc1cccc(C(=O)N2CCCCC2)c1 (stereo unspecified)	-14	x	-8	-3.9	18	7	99	1.2	-10	x	x
O=C(CNC(=O)c1ccc(Cl)cc1)N/N=C/c1cccnc1	7	6	-15	-0.7	3	-1	x	2.3	-10	0.7	1.6
CCOc1ccc(CNC(=O)CCS(=O)(=O)c2ccc3c(c2)NC(=O)CO3)cc1OC	-2	-1	-1	-3.5	18	3	x	2.1	-9	2.9	1.8
CCn1c(C)c(C)c2cc(C(=O)NC3CCCCCC3)ccc21	-9	1	-12	-0.2	1	-9	101	1.1	33	3.9	1.1
CN1CCN(C(=O)CCCN2C(=O)/C(=C/c3ccc(Cl)cc3)SC2=S)CC1	-10	30	-14	-1.0	4	5	87	x	2	1.5	-3.0
COc1ccc(S(=O)(=O)Nc2ccc(C)cc2)cc1N(C)S(=O)(=O)c1ccc(Cl)cc1	-2	3	-4	1.3	-8	-5	122	0.9	-6	1.5	0.7
Cc1ccc[n+](CC(=O)c2ccc(NC(=O)c3ccccc3)cc2)c1	-7	13	-32	1.8	-13	1	102	4.2	-7	-0.7	-0.2
Cc1ccccc1OCc1nc(-c2ccc(Br)o2)no1	-6	64	-15	2.1	-11	9	100	4.2	22	1.4	0.6
CSc1c(CC(=O)Nc2ccc(F)cc2)n(Cc2ccccc2)c2ccccc12	-13	-9	-10	2.7	-13	-9	83	2.9	-2	3.0	0.9
O=C(O)c1ccc(NS(=O)(=O)c2ccc(N3C(=O)CCC3=O)cc2)cc1	1	17	20	0.8	-6	7	95	-1.8	6	3.7	1.6
O=C(Cn1c(=O)oc2cc(S(=O)(=O)N3CCCC3)ccc21)N1CCN(c2ccccn2)CC1	-9	8	-1	-3.7	19	6	99	2.4	21	2.8	-0.7

Brought forward from above: two compounds, then new ones.
SMILES	PKA-R1A activ	SUMO Mot1 rescue	PfHsp90 yeast 2	OPRM1-OPRD1 ag	OPRM1-OPRD1 inv	Tat export inh	DSG3 Ab inh	phage Ecoli inh	Arrestin-AP2 inh	AddAB inh	Ecoli viability
O=C(O)c1ccc(NS(=O)(=O)c2ccc(N3C(=O)CCC3=O)cc2)cc1	1	17	20	0.8	-6	7	95	-1.8	6	3.7	1.6
O=C(Cn1c(=O)oc2cc(S(=O)(=O)N3CCCC3)ccc21)N1CCN(c2ccccn2)CC1	-9	8	-1	-3.7	19	6	99	2.4	21	2.8	-0.7
NC(=O)COc1ccccc1/C=C1/SC(=O)N(CC(=O)N2CCc3ccccc3C2)C1=O	-6	3	-20	-1.7	9	7	97	1.9	3	0.0	-1.1
COC(=O)c1cc(S(=O)(=O)NCC2CCN(CCc3ccc(OC)cc3)CC2)cn1C	-2	14	2	-0.8	4	-6	110	3.1	3	5.2	1.9
Clc1ccc(SCCOCCN2CCCCCC2)cc1	-2	134	21	-0.4	2	7	111	4.3	x	2.8	1.5
O=C(CSc1cccc[n+]1[O-])C12CC3CC(CC(C3)C1)C2	-17	29	-13	-2.8	13	-2	x	2.9	-1	-1.2	-1.1
Cc1ccc(S(=O)(=O)N2CCN(C(=O)c3nn(C(C)C)c(=O)c4ccccc34)CC2)cc1C	-8	3	0	-1.5	7	1	104	-0.5	34	3.6	-1.9
Cc1oc2c(cc(NS(=O)(=O)c3ccc(C(C)C)cc3)c3ccccc32)c1C(=O)O	-9	7	-8	0.9	-5	-5	91	1.1	17	1.8	0.9
CN(C(=O)COC(=O)c1ccc(=O)n(Cc2ccccc2)n1)C1CCS(=O)(=O)C1 (stereo unspecified)	-9	-6	12	-1.4	7	-2	101	4.0	-1	0.5	-0.3
O=C(NS(=O)(=O)c1ccc(Cl)s1)c1ccccc1	-3	-11	-12	-3.0	15	-4	122	2.7	6	0.0	0.2
Cn1c(SCC(=O)NNC(=O)Nc2ccccc2)nnc1-c1ccccc1	0	-25	-21	-3.0	15	11	x	1.0	4	2.0	-1.1
COc1ccc(CCNC(=O)c2cc(-c3ccccc3)c(N3CCOCC3)s2)cc1OC	6	4	-11	-3.6	19	11	x	3.4	0	5.2	-0.4
Cc1cccc(CN2CCC(n3nccc3NC(=O)c3ccccc3C)CC2)n1	-7	1	-14	-3.3	17	-1	113	0.6	40	1.5	0.1
O=S(=O)(c1cccs1)N1CCN(c2ccc(O)cc2)CC1	-3	6	5	-0.8	4	4	99	-0.9	36	-0.2	0.8
O=C(NC(=S)Nc1ccc(Cc2ccncc2)cc1)c1ccc(F)cc1	7	x	-17	-0.4	2	8	93	1.8	-10	-0.5	1.8
COCCn1c(SCC(=O)Nc2ccc(S(=O)(=O)N3CCOCC3)cc2)nc2ccccc21	-1	83	x	0.4	-2	0	95	1.7	-2	3.6	0.2
Cn1ccnc1Sc1ccc(/C=N/NC(=O)c2ccccc2O)cc1[N+](=O)[O-]	-5	-8	1	-2.4	12	-2	113	4.2	-8	5.1	0.4
O=C(c1ccc2c(c1)OCCO2)N1CCCC(CNS(=O)(=O)c2cccs2)C1 (stereo unspecified)	-12	73	18	-2.9	15	-5	110	2.7	4	0.2	-0.8
Cc1ccc(-n2nnnc2SCC(=O)NC(=O)Nc2ccc3c(c2)OCCO3)cc1	-1	6	-19	6.2	-39	-4	97	3.0	6	-0.4	0.4
CCCc1cc(=O)oc2c3c(cc(OCC(=O)NCc4ccccn4)c12)OC(C)(C)CC3	7	250	16	-2.7	14	15	104	-0.1	6	-1.2	-2.0
O=C(C1CCCO1)N1CCN(c2ncccn2)CC1 (stereo unspecified)	-6	7	-2	0.6	-3	2	103	1.7	3	0.6	0.5
COc1ccc(C(=O)Nc2ccccn2)cc1S(=O)(=O)N1CCOCC1	-3	-7	-3	-2.8	15	-12	112	-1.3	-7	1.5	1.8
CC(C)c1nc(SCC(=O)Nc2ccc(N(C)C)cc2)c2ccccc2n1	-10	-4	-1	-0.1	1	7	101	4.0	1	1.3	4.8
O=C(CN1CCOCC1)N/N=C/c1ccc(-c2ccc(C(=O)O)cc2)o1	0	3	3	-3.0	16	2	93	0.6	34	-0.5	-0.4
CC(=O)NC(CC(=O)OCC(=O)N1CCN(S(=O)(=O)c2ccc(C)cc2C)CC1)c1ccccc1 (stereo unspecified)	8	-8	x	-1.2	5	-6	100	0.0	-3	0.9	-2.3
O=Cc1ccc(C(=O)OCC(=O)NCCC2=CCCCC2)cc1	-16	240	x	-1.3	9	-6	x	2.0	3	-0.4	1.5
Cc1ccccc1NC(=O)C1(NC(=O)c2cccc(N3C(=O)CSC3c3ccccc3)c2)CCCCC1 (stereo unspecified)	-13	2	8	-3.4	21	9	x	2.2	28	2.9	0.2
CCC(C)NC(=O)CSc1nc2ccccc2c(=O)n1CCCC(=O)NCC1CCCO1 (stereo unspecified)	4	x	x	-2.2	11	5	93	2.2	5	1.8	-1.6
Cc1cc(C)c2nc(SCC(=O)NNC(=O)c3ccco3)c(C)cc2c1	-2	-6	-6	-2.5	12	-2	103	2.9	-17	3.4	-2.2
CC(C)(C)c1ccc(OCCC(=O)NNC(=O)c2ccncc2)cc1	2	9	x	0.3	-1	-6	95	4.1	-1	2.9	1.4

Ordered by number of heavy atoms (rising): part of the list above
SMILES	PKA-R1A activ	SUMO Mot1 rescue	PfHsp90 yeast 2	OPRM1-OPRD1 ag	OPRM1-OPRD1 inv	Tat export inh	DSG3 Ab inh	phage Ecoli inh	Arrestin-AP2 inh	AddAB inh	Ecoli viability
Cn1ccnc1Sc1ccc(/C=N/NC(=O)c2ccccc2O)cc1[N+](=O)[O-]	-5	-8	1	-2.4	12	-2	113	4.2	-8	5.1	0.4
Cc1ccc(-n2nnnc2SCC(=O)NC(=O)Nc2ccc3c(c2)OCCO3)cc1	-1	6	-19	6.2	-39	-4	97	3.0	6	-0.4	0.4
COC(=O)c1cc(S(=O)(=O)NCC2CCN(CCc3ccc(OC)cc3)CC2)cn1C	-2	14	2	-0.8	4	-6	110	3.1	3	5.2	1.9
CCCc1cc(=O)oc2c3c(cc(OCC(=O)NCc4ccccn4)c12)OC(C)(C)CC3	7	250	16	-2.7	14	15	104	-0.1	6	-1.2	-2.0
Cc1ccc(S(=O)(=O)N2CCN(C(=O)c3nn(C(C)C)c(=O)c4ccccc34)CC2)cc1C	-8	3	0	-1.5	7	1	104	-0.5	34	3.6	-1.9
CC(=O)NC(CC(=O)OCC(=O)N1CCN(S(=O)(=O)c2ccc(C)cc2C)CC1)c1ccccc1 (stereo unspecified)	8	-8	x	-1.2	5	-6	100	0.0	-3	0.9	-2.3

Screens (PubChem)
